# Compound activity deposited in PubChem BioAssay by National Center for Advancing Translational Sciences (NCATS).
# LDHA block – blocks human lactate dehydrogenase A; P00338; purified LDHA, NADH/diaphorase-resazurin fluorescence; hits give low values; activity change, % (values are at about 110 or 230 µM); actives 0.15% (n = 480,000); in the data active means activity change below about -30%; inconclusive means mostly about -25% to -30%;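 further: plate controls were DMSO wells for no effect and wells without enzyme for full effect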
#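 Enzyme activity of human lactate dehydrogenase 5 (2 nM; 0.06 mM NADH, 0.2 mM pyruvate, 5 min, RT) is measured via a resazurin/diaphorase fluorescence readout of residual NADH.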
# TrxR1 substrate – rat thioredoxin reductase 1 substrate activity | O89049 | purified TrxR1 substrate turnover, NADPH consumption readout | Potency, µM (doses to about 114 µM), for the others: at the highest dose activity change, negative = substrate turnover | actives 0.01% (n = 390,000) | AID 588456; further: potency means the concentration at half of the fitted maximal effect; on the % scale 0 is the no-effect control and ±100 the full control effect; nearly all actives have a fitted effect of over 50% in size
# Target sequence (O89049 whole entry, looked up): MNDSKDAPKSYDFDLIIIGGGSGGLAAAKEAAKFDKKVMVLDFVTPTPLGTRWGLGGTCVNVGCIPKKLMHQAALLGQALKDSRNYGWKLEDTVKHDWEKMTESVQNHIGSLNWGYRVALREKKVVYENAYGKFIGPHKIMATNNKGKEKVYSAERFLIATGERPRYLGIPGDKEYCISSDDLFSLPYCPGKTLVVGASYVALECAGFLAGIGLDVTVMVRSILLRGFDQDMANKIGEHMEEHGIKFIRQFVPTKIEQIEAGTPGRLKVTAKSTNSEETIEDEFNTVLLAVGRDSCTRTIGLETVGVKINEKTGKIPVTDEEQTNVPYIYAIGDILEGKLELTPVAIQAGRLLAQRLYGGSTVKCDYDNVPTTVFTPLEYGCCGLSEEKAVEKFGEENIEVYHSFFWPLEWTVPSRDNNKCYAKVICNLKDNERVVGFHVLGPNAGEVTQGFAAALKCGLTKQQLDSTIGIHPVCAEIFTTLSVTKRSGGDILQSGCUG
#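 Rat TrxR1, dispensed at 90 nM, was prereduced with 400 uM NADPH (final) for 5 min at ~22 deg C, then incubated with compound 15 min before 400 uM selenite. A first-read NADPH fluorescence drop versus no-compound background flagged substrates.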
# RGS4 inh – blocks human RGS4-accelerated GTP hydrolysis. actives 0.039% (n = 390,000). P49798. Potency, µM (doses to about 114 µM), for inactives: at the highest dose activity change, negative = inhibition, actives largely listed as inhibitors. AID 504845. Transcreener GDP fluorescence polarization, RGS4-accelerated GTP hydrolysis; further: potency means the concentration at half of the fitted maximal effect; on the % scale 0 is the no-effect control and ±100 the full control effect; nearly all actives have a fitted effect of over 75% in size; some results filed as inactive show a strong effect at the top dose
# Target sequence (P49798 whole entry, looked up): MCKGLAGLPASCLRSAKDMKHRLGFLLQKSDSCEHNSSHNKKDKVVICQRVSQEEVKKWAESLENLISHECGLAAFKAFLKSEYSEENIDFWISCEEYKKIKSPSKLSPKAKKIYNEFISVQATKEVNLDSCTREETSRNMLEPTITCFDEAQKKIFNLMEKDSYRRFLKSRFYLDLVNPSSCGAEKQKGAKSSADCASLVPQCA
#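 MLSMR compounds (23 nl, pin-transferred) preincubated 10 min at room temperature with a 500nM (2x) first reagent, then RGS4 at 900nM (2x) plus Transcreener GDP mix added; fluorescence polarization (620/688 nm) read before and after 90 min at 30 °C.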
# Vif-A3F inh – inhibitors of Vif-A3F interaction. actives 0.2% (n = 390,000). Potency, µM (titrated, usually from 46.1 µM), for inactives: at the top dose activity, negative = active. HeLa A3F-eYFP + Vif (tagged APOBEC3F with the HIV-1 protein that degrades it), YFP fluorescence increase; further: potency means the concentration at half of the fitted maximal effect; % of control where 0% means no effect; nearly all actives have a fitted effect of over 65% in size
#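 HeLa cells stably expressing Vif plus C-terminally eYFP-tagged A3F were seeded, incubated overnight at 37 deg C, dosed with compound, incubated overnight again at 37 deg C. Yellow fluorescence (Ex 488/Em 500-530) reported blocked Vif-mediated A3F-eYFP degradation.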
# Vif-A3G inh – inhibitors of Vif-APOBEC3G interaction; Q9HC16; HeLa A3G-eYFP + Vif (tagged APOBEC3G with the HIV-1 protein that degrades it), YFP fluorescence, overnight; Potency, µM (top dose mostly 46.1 µM), for inactives: top-dose activity, negative = active, actives largely listed as inhibitors; actives 0.076% (n = 410,000); AID 602310;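 further: potency means the concentration at half of the fitted maximal effect; on the % scale 0 is the no-effect control and ±100 the full control effect; nearly all actives have a fitted effect of over 60% in size; hits raise eYFP signal because A3G escapes Vif-driven loss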
# Target sequence (Q9HC16 whole entry, looked up): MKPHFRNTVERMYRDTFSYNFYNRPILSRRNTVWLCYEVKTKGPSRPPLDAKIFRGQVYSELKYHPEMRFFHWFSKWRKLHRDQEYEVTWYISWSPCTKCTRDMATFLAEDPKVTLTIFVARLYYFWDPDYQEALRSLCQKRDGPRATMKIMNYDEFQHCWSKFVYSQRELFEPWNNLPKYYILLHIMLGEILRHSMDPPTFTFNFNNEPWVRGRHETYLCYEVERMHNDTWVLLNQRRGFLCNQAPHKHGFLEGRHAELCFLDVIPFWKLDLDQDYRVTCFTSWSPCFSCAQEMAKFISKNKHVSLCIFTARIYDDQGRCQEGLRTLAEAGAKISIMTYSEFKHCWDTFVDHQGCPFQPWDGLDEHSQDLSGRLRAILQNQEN
#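 HeLa cells stably expressing Vif and C-terminally eYFP-tagged A3G, seeded overnight at 37 deg C, then exposed to compound by pintool overnight at 37 deg C. Rise in yellow fluorescence (Ex 488/Em 500-530, Acumen) marks blocked Vif-driven A3G degradation.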
# Glioma ERSR ind – inducers of ER stress response in human glioma cells; U87-MG GRP78 promoter luciferase reporter, 16 h; actives 0.02% (n = 420,000); Potency, µM, inactives show at the highest dose activation, usual class: activators; further: potency means the concentration at half of the fitted maximal effect; series mostly up to about 76 µM; % of control where 0% means no effect; nearly all actives have a fitted effect of over 35% in size
#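 ERSR induction read as luciferase luminescence (Bright-Glo, 10 min at room temperature) in stably transfected human U87-MG glioma cells exposed to compounds for 16 h, using GRP78 as sensor.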
# rTrxR1 inhibitor – rat TrxR1 inhibition; recombinant rTrxR1, NADPH fluorescence consumption, selenite substrate; actives 1% (n = 390,000); Potency, µM (titrated, usually from 114 µM), without a hit: at the highest dose activity change, negative = inhibition, most hits filed as inhibitors; AID 588453; O89049; further: potency means the concentration at half of the fitted maximal effect; on the % scale 0 is the no-effect control and ±100 the full control effect; nearly all actives have a fitted effect of over 65% in size
#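 Rat TrxR1 (90 nM in the dispensed reagent) was pre-reduced with 400 uM NADPH for 5 min at room temperature, then incubated with compound for 15 min. After 400 uM selenite was added, NADPH fluorescence (Ex 340/Em 450 nm) was followed for 8 min.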
# USP1 inh – inhibitors of human USP1/UAF1 deubiquitinase; O94782; Potency, µM (titrated, usually from 57.1 µM), without a hit: top-dose activity change, negative = inhibition, usual class: inhibitors; actives 0.23% (n = 390,000); recombinant USP1/UAF1, Ub-Rhodamine cleavage fluorescence; further: potency means the concentration at half of the fitted maximal effect; on the % scale 0 is the no-effect control and ±100 the full control effect; nearly all actives have a fitted effect of over 60% in size; inactives centre near -12
#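 Step one: compound is pinned into 1nM USP1/UAF1 in HEPES pH 7.8 buffer with TCEP. Step two: 15 min room-temperature incubation. Step three: Ub-Rho (150nM final) starts cleavage, tracked by fluorescence over six one-minute reads.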
# IDH1 R132H inh – human IDH1 R132H inhibition; O75874; IDH1-R132H enzyme, NADPH consumption, diaphorase/resazurin fluorescence; Potency, µM (titrated, usually from 76.6 µM), inactives show top-dose activity change, negative = inhibition, actives largely listed as inhibitors; actives 0.093% (n = 390,000); AID 602179; further: potency means the concentration at half of the fitted maximal effect; on the % scale 0 is the no-effect control and ±100 the full control effect; nearly all actives have a fitted effect of over 65% in size
#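 IDH1-R132H (0.5 ug/mL) preincubated 30 min with compound, then NADPH (0.016 mM) and alpha-KG (2 mM) added; 80 min at RT, pH 7.5. Remaining NADPH coupled via diaphorase/resazurin to fluorescence (540/590 nm); concentration-response curves normalized to no-enzyme control.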
# Starred values were filed as active, the others as inactive; ? = inconclusive; / = not tested or not shown; [ ] = remark or other dose. Unless noted, the call rests on the fitted dose curve; in most records, active means well fitted curve in the direction sought with a large enough effect; inconclusive means small, poorly fitted or top-dose-only effect, or another doubt; inactive means no such curve, though single readings can be large; an effect the other way counts as inactive or inconclusive. An excerpt; the hit share may differ from the screen's.
# Results follow in this order: LDHA block	TrxR1 substrate	RGS4 inh	Vif-A3F inh	Vif-A3G inh	Glioma ERSR ind	rTrxR1 inhibitor	USP1 inh	IDH1 R132H inh
Cc1c(CC(=O)O)c(=O)oc2c(C)c3occ(-c4ccc(Br)cc4)c3cc12
  -10.3	5.0%	6.6%	3.4%	3.7%	-3.8%	3.3%	?	-0.3%
CCC(=O)NCCc1nc2cc(NC(=O)COc3ccccc3)ccc2n1C
  -5.1	0.9%	5.8%	8.3%	-0.7%	0.4%	14.0%	-6.8%	0.2%
O=C(CN1CCS(=O)(=O)CC1)N/N=C/c1cccc(C(F)(F)F)c1
  -4.6	-8.6%	30.9%	1.4%	-0.8%	-4.9%	2.1%	-9.5%	-11.4%
CC1=CC(C)(C)N(C(=O)CSc2nnc(C)s2)c2ccc(C)cc21
  2.8	4.2%	-3.1%	-2.1%	-0.5%	-4.8%	8.7%	-7.1%	0.0%
O=C(NCCCc1ccccc1)c1c(O)nc2sccn2c1=O
  0.0	1.0%	10.3%	5.2%	-4.0%	7.5%	-1.6%	-10.7%	0.4%
Cc1cc(Nc2ccc(C)c(C)c2)c2ccccc2n1
  -3.8	1.2%	11.1%	6.6%	0.6%	-6.6%	10.7%	-21.9%	-2.2%
CCCN=C1N(CC)C[C@@H]2[C@@H]3C(=O)N(C)C(=O)[C@@H]3[C@](Cc3ccccc3)(C(=O)OC)N12
  -9.7	2.8%	19.1%	8.3%	0.3%	-4.5%	17.2%	-12.6%	0.9%
Cc1cccc(CN2CCN(CC(=O)NCCCN3CCN(c4ccc(F)cc4)CC3)C2=O)c1
  4.1	1.9%	-9.4%	7.7%	5.0%	-1.5%	11.3%	-0.6%	-0.9%
COc1ccc(C(=O)c2c3ccccc3[n+]([O-])n2CCC(N)=O)cc1
  2.2	-6.1%[57.1 µM]	5.9%	-1.3%	0.0%	2.5%	-8.0%[57.1 µM]	-21.8%	-13.1%
COc1cc(CN(CC2CCCO2)C(=O)c2ccc(F)cc2)cc(OC)c1OC (stereo not drawn)
  -3.1	1.9%	4.5%	-2.7%	1.2%	-0.4%	26.2%	2.1%	6.1%
CCC(=O)Nc1ccc(C=C(C(C)=O)C(C)=O)cc1
  -7.1	-3.7%	-26.2%	1.0%	-0.4%	-1.5%	?	-10.2%	-3.6%
CC(Nc1nc(-c2ccc(F)cc2)cs1)c1nc2cc(Cl)c(Cl)cc2n1CCCO (stereo not drawn)
  1.1	1.7%	?	?	-28.8%	-5.2%	0.6%	-24.6%	13.5%
Cc1cccc(N2CCN(C(=O)C3CCN(S(=O)(=O)N4CCOCC4)CC3)CC2)c1C
  -13.1	1.6%	-1.4%[56.9 µM]	3.9%	2.8%	-1.0%	8.7%	-5.6%	9.7%
Fc1ccccc1-c1nc(-c2ccc(Br)o2)no1
  0.5	4.6%	-36.3%	-6.1%	0.2%	-4.5%	15.0%	-22.1%	0.0%
CC(=O)C1=C(O)C(=O)N(c2ccc(S(=O)(=O)Nc3nccs3)cc2)C1c1ccc([N+](=O)[O-])cc1 (stereo not drawn)
  -0.8	-15.1%	-3.9%	3.7%	-1.0%	-2.9%	-19.0%	-18.4%	-20.1%
COc1ccc(N2CCN(C(=O)COC(=O)c3cccc(S(=O)(=O)Nc4ccccc4OC)c3)CC2)cc1
  -1.2	0.2%	-21.3%	-4.5%	6.4%	-3.8%	7.5%	-16.4%	7.0%
CC1=C(C(=O)Nc2ccccc2)C(c2ccccn2)n2ncnc2N1 (stereo not drawn)
  -3.8	6.9%	-40.7%	8.5%	2.7%	-7.6%	12.5%	-21.3%	2.7%
C=C(C)CSc1nnc([C@@H]2CCCN2C(=O)OC(C)(C)C)o1
  -12.3	-6.5%	19.1%	/	-0.1%	-3.0%	-31.5%	1.2%	16.9%
Cc1cc(=O)oc2cc(OCC(=O)N3CC(=O)Nc4ccccc43)c(Cl)cc12
  0.9	34.6%	2.3%	0.9%	0.4%	-5.8%	8.8%	-18.0%	10.0%
Cc1cc(Cl)ccc1OCC(=O)Nc1ccccc1NS(=O)(=O)c1cccs1
  -1.6	-7.7%	6.2%	9.1%	0.0%	2.2%	4.3%	-11.1%	-8.5%
Cc1cc(C(=O)N2CCCC(N3CCN(c4cccc(C(F)(F)F)c4)CC3)C2)n[nH]1 (stereo not drawn)
  -5.4	0.2%	0.1%	-2.6%	1.2%	?	13.4%	-11.1%	-0.3%
O=C(CNS(=O)(=O)c1ccc(F)cc1)N1CCN(c2ccccc2)CC1
  1.5	6.8%[57.1 µM]	0.3%	-4.5%	-0.4%	-1.6%	7.8%[57.1 µM]	-20.8%	6.4%
Cc1occc1C(=O)N1CCN(C(c2ccccc2)c2ccccc2)CC1
  0.0	4.5%	?	-11.4%	0.6%	-2.6%	-34.7%	-22.7%	5.5%
Cc1cccc(CC(=O)NCCc2sc3nc(-c4ccc(F)cc4)nn3c2C)c1
  -7.0	-4.9%[57.1 µM]	4.8%	-0.7%	6.2%	1.7%	7.2%[57.1 µM]	-8.4%	-9.6%
O=C(CN1C(=O)C2C3C=CC(C3)C2C1=O)Nc1cccc(S(=O)(=O)N2CCCC2)c1 (stereo not drawn)
  -3.8	-6.2%	34.1%	?	0.6%	-5.5%	-3.0%	-5.2%	2.6%
COc1ccccc1N1CCN(C(=O)c2cc(C3CC3)on2)CC1
  -1.8	4.1%	-7.6%	3.3%	-0.4%	-0.7%	10.0%	-24.9%	2.5%
NC(=O)c1ccc(NC(=O)c2ccc3c(c2)OCO3)cc1
  -3.2	12.1%	-6.2%	-0.8%	1.0%	-1.4%	11.1%	?	-2.5%
CC1CCc2c(sc(/N=C/c3cccnc3)c2C(N)=O)C1 (stereo not drawn)
  9.2	10.4%[57.1 µM]	-7.7%	5.3%	0.6%	1.1%	-45.0%	-0.6%	0.0%
CCc1ccc2c(c1)/C(=N/OC)C(=O)N2
  -3.8	-9.2%	-1.5%	14.9%	-7.2%	-1.3%	-5.1%	-10.1%	-0.6%
Cc1nc2c(ncn2-c2ccccc2)c(=O)n1NC(=O)CN1CCOCC1
  -8.6	-0.5%	9.8%	10.7%	3.8%	-4.6%	27.4%	-11.7%	-13.7%
CCC(C)c1ccccc1NC(=O)CN(C)CCOc1ccc(Cl)cc1 (stereo not drawn)
  6.6	6.1%[57.1 µM]	-24.7%	-1.9%	1.1%	-2.3%	20.2%	-16.5%	16.1%
CCOc1cc2sc(N3CCC(C(=O)Nc4ccc(C)cc4C)CC3)nc2cc1Br
  -2.2	2.9%	-12.9%	-4.1%	2.6%	8.1%	9.6%	-17.2%	-3.1%
O=C(NC1CCCCCC1)c1cccc(N2CCCC2=O)c1
  -2.2	2.3%	18.9%	2.1%	1.2%	-12.6%	5.4%	-13.6%	9.5%
O=C(CN(C1CCCCC1)S(=O)(=O)c1ccc(Br)cc1)NCc1ccncc1
  -19.2	3.4%	0.4%	-7.9%	0.2%	-3.9%	7.6%	-12.9%	-2.0%
CCN(CC(=O)Nc1cc(Cl)cc(Cl)c1)CC(=O)NC1CCS(=O)(=O)C1 (stereo not drawn)
  -2.6	7.2%[57.1 µM]	-2.6%	-2.2%	0.0%	-3.5%	9.3%[2.29 µM]	6.7%	-9.0%
CCOC(=O)C1(Cc2ccc(OC)cc2)CCN(C(=O)CCn2cccn2)CC1
  -10.0	3.6%	21.0%	7.8%	1.6%	1.0%	9.6%	-13.7%	4.1%
CCN(CC)CCCNC(=O)c1ccc2nc(CCc3ccccc3)oc2c1
  0.6	-2.5%[57.1 µM]	-10.3%	-4.7%	2.8%	-3.2%	12.7%[57.1 µM]	-18.5%	10.2%
CN(C)c1ccc(-c2noc(C3CCN(C(=O)Nc4ccc(Cl)cc4)CC3)n2)cc1
  -7.5	6.3%	6.4%	0.1%	0.2%	1.8%	35.8%	-23.2%	-11.9%
O=C(CC1NCCNC1=O)Nc1ccccc1 (stereo not drawn)
  -9.0	-11.5%	30.4%	-3.3%	1.6%	-4.5%	21.0%[57.1 µM]	-7.4%	0.8%
CCOc1ccccc1C(=O)NCC(=O)NNC(=O)c1cccs1
  -10.9	-5.6%	-8.2%	0.2%	0.9%	-4.8%	-4.3%	-14.3%	-13.1%
COc1ccc(/C(N)=C/C(=O)C(C)(C)C)cc1
  -5.1	-6.7%	14.8%	-1.8%	1.6%	7.8%	1.8%	0.9%	2.7%
CC(=O)c1cccc(S(=O)(=O)NCC(C)(C)N2CCOCC2)c1
  5.2	2.6%[57.1 µM]	-15.4%	?	-3.3%	-6.5%	-15.0%[57.1 µM]	-8.5%	-4.1%
CC(=O)N(Cc1ccccc1)c1ncc2c(n1)c(=O)c(C#N)c1ccccn12
  3.5	9.7%	21.2%	-10.4%	1.5%	?	?	?	12.1%
